From PubChem BioAssay
MOR-DOR inv ag – inverse agonists of MOR-DOR heterodimerization, primary screen, cell-based, luminescence; cell-based MOR-DOR heterodimer luminescence, inverse agonism; inhibition, % at 9.3 µM; actives 0.21% (n = 340,000); AID 504357, 2011; in the data active = inhibition above about 22%, passing the limit was not always enough;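 note: 0% = cells with DMSO and 100% = wells without cells with DMSO; values of inactives mirror those of a sister screen read the other way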
Ecoli viability – E. coli V3065 growth inhibition, primary screen, counter-screen for AddAB inhibitor project, absorbance, OD600; 18 h; inhibition, % at 11.9 µM; actives 0.27% (n = 330,000); AID 449728, 2010;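 active = inhibition above the campaign's mean inhibition across all tested compounds plus 3 SD, cut at about 9.9% in these data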;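 note: uninfected addAB+ strain grown without phage in ampicillin broth; 0% = DMSO wells and 100% = ciprofloxacin 0.95 µg/ml wells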
PKA-R1A activ – activators of PKA-R1A holoenzyme, primary screen, biochemical, fluorescence polarization, Cy5-IP20, bovine R1A, mouse PKAc; cAMP-dependent protein kinase type I-alpha regulatory subunit (Bos taurus) + …; actives 0.083% (n = 340,000); PKA-R1A dissociation; scaled: DMSO 0%, 113 µM cGMP 100%; activation, % at 11.4 µM; AID 504707, 2011;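 active = percent activation above the mean of all tested compounds plus 3 SD, cut at about 19% in these data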;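 note: higher means more PKAc released from R1A so a rise in polarization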
PfHsp90 set2 – growth inhibition of PfHsp90-expressing yeast, primary screen, antimalarial PfHsp90 inhibitor project, S. cerevisiae, BacTiter-Glo luminescence, single point, set 2. AID 504621, 2011. actives 0.32% (n = 310,000). BacTiter-Glo ATP, 48 h; yeast lacking PDR1 and PDR3 efflux regulators. inhibition, % at 9.4 µM;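 active = every replicate shows inhibition above about 80%, whatever the replicate mean, limit read from the data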;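 note: 0% = DMSO neutral controls and 100% = 20 µM radicicol positive controls; yeast relying on Plasmodium falciparum Hsp90 in place of its own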
phage Ecoli inh – growth loss of phage-infected E. coli, primary screen, RecBCD inhibitor project, absorbance, with phage, HTS; inhibition, % at 11.9 µM; actives 0.26% (n = 360,000); AID 651602, 2012; in the data active = inhibition above about 11%
HTR5A inv ag – HTR5A inverse agonists in luminescence cell assay, primary screen, counter-screen for OPRM1-OPRD1 heterodimer inverse agonist project, full-deck HTS | AID 504634, 2011 | inhibition, % at 9.3 µM | HTR5A cell line, inverse agonism | actives 0.083% (n = 340,000); in the data active = inhibition mostly above about 23%, no sharp cut-off; inactive = mostly below about 18%;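 note: 0% = cells with DMSO and 100% = no-cell wells with DMSO; some compounds called inactive have numbers as strong as hits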
Target sequence (P47898 whole entry, looked up): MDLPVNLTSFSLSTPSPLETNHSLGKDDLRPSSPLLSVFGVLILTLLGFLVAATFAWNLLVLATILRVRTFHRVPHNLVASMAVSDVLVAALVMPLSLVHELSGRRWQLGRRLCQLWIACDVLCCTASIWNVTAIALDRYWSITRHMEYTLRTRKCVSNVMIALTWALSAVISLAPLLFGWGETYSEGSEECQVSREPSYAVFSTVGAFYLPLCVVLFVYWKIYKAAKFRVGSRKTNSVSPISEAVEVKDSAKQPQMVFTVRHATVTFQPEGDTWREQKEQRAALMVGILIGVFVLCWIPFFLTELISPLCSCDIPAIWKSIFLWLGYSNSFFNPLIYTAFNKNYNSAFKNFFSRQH
Mot1-301 SUMO – yeast Mot1-301 growth rescue at high temperature, primary screen, SUMOylation pathway inhibitor project, S. cerevisiae, ATP luminescence, 38.5C. growth rescue, % at 18.8 µM. actives 1% (n = 320,000). S. cerevisiae Mot1-301 growth rescue; percent above DMSO median, 100 means doubled;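 active = every valid replicate shows activation above 250% relative to neutral control wells; inactive = the rest, any valid replicate at or below 250%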;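 note: OY570 slx delta 5 strain wells were the positive control but not used for scaling; some compounds called inactive have numbers as strong as hits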
MOR-DOR ag – agonists of OPRM1-OPRD1 heterodimerization, primary screen, cell-based, luminescence; AID 504326, 2011; cells; actives 0.3% (n = 340,000); activation, % at 9.3 µM; Mu-type opioid receptor (Homo sapiens) + Delta-type opioid receptor (Homo sapiens), …; in the data active = activation above about 18%;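 note: 0% = vehicle-treated cells and 100% = reference agonist; values of inactives mirror those of a sister screen read the other way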
PKA-R2B act – activators of PKA-R2B holoenzyme, primary screen, biochemical, fluorescence polarization, Cy5-IP20, human | cAMP-dependent protein kinase catalytic subunit beta (Homo sapiens) + cAMP-dependent … | PKA-R2B holoenzyme dissociation; R2B truncated from residue 108, S112A mutant; 0% DMSO only, 100% 113 µM cGMP | activation, % at 11.4 µM | actives 0.079% (n = 340,000);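 active = activation above a cutoff set at the mean over all compounds plus 3 SD, cut at about 18% in these data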;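 note: higher means more holoenzyme dissociation and a rise in polarization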
Target sequence (P31323 whole entry, looked up, other chains not shown, the tested form may be a part): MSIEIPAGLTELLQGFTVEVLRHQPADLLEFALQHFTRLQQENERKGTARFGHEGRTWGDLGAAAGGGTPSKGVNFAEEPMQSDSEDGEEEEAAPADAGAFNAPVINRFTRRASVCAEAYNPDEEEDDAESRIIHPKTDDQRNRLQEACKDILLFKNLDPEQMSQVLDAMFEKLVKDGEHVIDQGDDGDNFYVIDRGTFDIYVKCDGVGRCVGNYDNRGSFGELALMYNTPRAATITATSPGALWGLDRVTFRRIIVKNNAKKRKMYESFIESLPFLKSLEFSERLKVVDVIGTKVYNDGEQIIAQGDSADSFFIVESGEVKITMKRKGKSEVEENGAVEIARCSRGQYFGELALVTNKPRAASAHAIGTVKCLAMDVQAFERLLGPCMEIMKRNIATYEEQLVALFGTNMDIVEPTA
AddAB inh – growth inhibition of E. coli expressing H. pylori AddAB, primary screen, AddAB inhibitor project, absorbance; inhibition, % at 11.9 µM; actives 0.29% (n = 330,000); in the data active = inhibition above about 12%;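 note: 0% = vehicle wells of infected cells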
Tat transport – E. coli Tat export inhibitors, primary screen, MC4100, TorA-mCherry reporter, fluorescence, single point; inhibition, % at 10 µM; actives 0.036% (n = 340,000); AID 488895, 2010;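 active = mean replicate inhibition at least 50% and at least half of replicates individually reaching 50%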;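 note: exported cargo escapes ClpAP degradation while cytoplasmic cargo is degraded and loses fluorescence; 0% = median of neutral control wells and 100% = median of NaSCN control wells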
* hit, by the source's call; nt = not tested or not shown.

SMILES	MOR-DOR inv ag	Ecoli viability	PKA-R1A activ	PfHsp90 set2	phage Ecoli inh	HTR5A inv ag	Mot1-301 SUMO	MOR-DOR ag	PKA-R2B act	AddAB inh	Tat transport
Cc1cccc(N2CCN(C(=O)CNC(=O)C3CCCCC3)CC2)c1C	12	nt	-7	-3	-0.9	15	nt	-2.5	-7	nt	-12
Cc1ccc(S(=O)(=O)Nc2cccnc2)cc1C	9	1.8	-11	5	1.8	-24	-15	-1.6	-6	0.2	9
CCC(C)(C)n1nnnc1C(c1ccc(OC)c(OC)c1)N1CCN(c2ccc(F)cc2)CC1 (stereo unspecified)	4	-0.6	-1	4	3.1	-9	-12	-0.7	3	1.1	10
COc1ccc(Cc2[nH]n3c(=O)cc(C)nc3c2-c2ccccc2)cc1	12	-3.9	3	11	2.3	3	1	-2.5	-6	-2.6	-5
Cc1ccc(C)c(/C=N/NC(=S)NC(C)C)c1	-30	-2.1	-3	-18	-0.3	-11	21	5.8	-11	-0.2	9
COc1ccc(OC)c(-c2c[n+](=O)c3c(n2[O-])CCCC3)c1	5	-0.6	4	nt	4.1	12	-3	-0.9	3	-0.1	0
COC(=O)CCC(=O)NNC(=O)c1cccc(Br)c1	4	0.8	-16	12	0.1	-10	24	-0.7	-13	0.5	-2
O=C(CSc1nc2c(sc3ccccc32)c(=O)n1CCO)NCc1ccco1	0	-1.8	-3	1	0.8	6	4	-0.1	3	-1.4	-1
Cc1ccc2ncccc2c1NC(=S)NC(=O)c1ccccc1	12	0.1	4	-1	1.9	6	-3	-2.4	0	3.0	1
COc1ccc(OC)c(NC(=O)CSc2nnc(C3CCCCC3)n2N)c1	12	0.1	0	1	4.8	-1	10	-2.4	14	4.7	-2
CCCNC(=O)c1ccccc1NC(=O)COc1cccc2c1OC(C)(C)C2	9	-2.1	-1	nt	3.7	-67	0	-1.8	-1	0.4	9
CC(c1ccccc1)n1c(Br)nc2c1c(=O)[nH]c(=O)n2C (stereo unspecified)	16	3.6	-2	10	1.6	3	-2	-2.8	-4	1.7	-4
O=C(NCCc1c[nH]c2ccccc12)C1CCN(Cc2ccc(Br)cc2)CC1	-2	3.1	1	-6	3.3	4	147	0.5	-10	5.3	18
COc1cccc(C(=O)NNC(=O)C2CC(C)=C(C)CC2C(=O)O)c1 (stereo unspecified)	12	-1.6	0	17	3.3	-12	-9	-2.9	-10	1.9	-9
COC(=O)C1(CCSC)NC(c2ccccc2OC)C2C(=O)N(C)C(=O)C21 (stereo unspecified)	5	-0.9	7	nt	0.6	-7	8	-0.9	-9	1.2	0
CCOc1cccc2sc(N(CCCN(C)C)C(=O)c3ccc(S(=O)(=O)N(C)c4ccccc4)cc3)nc12	-9	0.1	-1	12	2.7	0	-5	1.4	-4	2.1	15
CC1CCCC12NC(=O)NC2=O (stereo unspecified)	16	nt	8	-5	3.6	12	nt	-3.3	2	nt	-6
C/C(=N\NC(=O)CNC(=O)C1COc2ccccc2O1)c1ccc(Cl)cc1 (stereo unspecified)	8	-0.8	-9	5	4.1	5	-13	-1.5	-1	1.6	9
COc1ccc(-n2cnnc2SCC(=O)Nc2cccnc2Cl)cc1	25	0.0	-2	2	2.4	7	-9	-4.8	8	0.0	-7
CCOC(=O)CNC(=O)c1ccc2c(c1)OCCO2	-6	0.4	3	nt	-0.3	0	229	1.3	-7	2.2	1
CN(CCC#N)C(=O)COC(=O)c1ccc(Cl)c(S(=O)(=O)N(C)c2ccccc2)c1	11	-0.3	-1	-6	3.2	-19	-5	-2.0	4	5.2	-7
CCCOC(=O)CCn1c(=S)oc2ccccc21	11	-0.4	-22	nt	1.9	-23	-3	-2.0	-16	1.3	10
CS(=O)(=O)N1CCCC(C(=O)Nc2ccc(F)c(F)c2)C1 (stereo unspecified)	13	0.0	0	30	1.5	-8	-4	-2.5	2	0.4	-2
CN1CCN(c2nc(-c3ccc(Cl)c(Cl)c3)nc3ccccc23)CC1	-6	1.0	1	25	nt	0	112	1.4	-6	0.9	4
Cc1ccc(-c2n[nH]c(=S)n2/N=C/c2sccc2C)cc1	-9	0.6	-3	14	2.9	13	-18	1.7	-4	0.7	-6
Cc1cccc(C(=O)Nc2ccccc2NC(=O)c2cccc(C)c2)c1	-11	nt	0	8	0.4	0	1	2.6	-6	nt	-6
O=C(CN1CCCC1=O)NC1CCCc2c1cnn2-c1cc(F)cc(F)c1 (stereo unspecified)	-2	2.5	-12	5	0.8	-8	8	0.3	1	2.5	-4
CCCCCCCCCS(=O)(=O)N/N=C/c1cccc([N+](=O)[O-])c1	-15	0.7	-12	nt	4.5	-33	130	2.6	-6	1.1	20
CN1CCC(N(C)S(=O)(=O)c2ccc(NC(=O)c3cccc(C#N)c3)cc2)CC1	15	0.3	-8	nt	1.1	0	-12	-3.6	-2	2.8	1
COc1cc(Br)cc2cc(C(=O)OC3CCN(C)CC3)c(=O)oc12	13	0.3	-7	13	4.5	8	-17	-2.7	-6	5.4	-2
Cc1cccc(-n2ncc3c(N4CC(C)CC(C)C4)ncnc32)c1 (stereo unspecified)	-21	-0.5	-15	-11	0.1	-29	-6	4.1	-7	1.2	12
O=S1(=O)CCOC[C@H](c2ccccc2)N1Cc1cccc(F)c1	-5	0.2	2	6	0.5	4	-2	1.0	-5	4.0	0
Cc1c2c(n3c(nc4ccccc43)c1C#N)N(CCN1CCOCC1)CC2	-23	0.7	-18	1	0.8	-1	2	4.8	-13	1.0	-1
Cc1nc2c(-c3ccc(Cl)cc3)c(C)[nH]n2c(=O)c1Cc1ccccc1	2	-2.6	1	-16	0.5	0	-2	-0.4	6	-3.8	1
O=C(CSc1nnc(SCc2ccc(Cl)cc2)s1)N/N=C/c1c[nH]c2ccccc12	-59	-2.0	-12	-5	-1.5	-28	-5	9.8	-9	2.8	0
O=C(O)[C@H](Cc1ccccc1)NC(=O)N1CCN(c2cccc(C(F)(F)F)c2)CC1	3	-0.4	-2	7	2.3	2	-1	-0.6	-4	2.6	0
CC1CCCCC12NC(=O)N(CC(=O)c1ccc(Cl)s1)C2=O (stereo unspecified)	3	0.9	-7	-13	4.2	-17	52	-0.5	-11	1.4	-2
COc1ccc2cc(CNCCOCCOCCNCc3ccc4cc(OC)ccc4c3)ccc2c1	-25	nt	-3	-19	3.7	-25	nt	5.0	3	nt	1
CCN(CC)c1ccc(C=O)c(OC)c1	18	1.7	4	5	3.0	-1	623	-3.6	3	2.0	1
O=C(CCN=C1NS(=O)(=O)c2ccccc21)OCC(=O)c1ccc(F)cc1	-4	1.1	-6	-34	5.5	14	-20	0.6	-1	0.3	-2
CCN1c2ccccc2-c2nc3ccccc3n2C1c1cccnc1 (stereo unspecified)	6	0.4	-5	-10	2.0	-17	-10	-0.9	5	2.3	-5
CC(=O)c1c(C)[nH]c(C(=O)CSc2nnc(N)s2)c1C	16	0.8	0	23	5.8	10	252	-3.1	-1	2.1	9
CCc1ccc(CCC(=O)Nc2ccc(C)cc2C)o1	-2	-1.1	-2	-47	0.9	-24	-6	0.3	10	-0.2	0
CCCCn1c(N)c(N(C)C(=O)c2cn(-c3ccccc3)nc2-c2ccccc2)c(=O)[nH]c1=O	10	-1.9	-10	24	2.3	0	95	-2.5	4	-0.1	-7
O=C(Cn1nc(-c2ccco2)ccc1=O)Nc1cc(C(F)(F)F)ccc1Cl	10	-0.8	8	-39	1.1	-4	5	-1.9	4	2.0	2
CC(=O)N(c1nc(/C=C\C(=O)O)cs1)c1ccccc1F	8	1.2	1	-1	1.8	14	-15	-1.5	-6	3.0	1
Cc1ccccc1N(C(=O)CCC(=O)Nc1ccccn1)C(C(=O)NC(C)C)c1ccc(F)cc1 (stereo unspecified)	-8	-1.8	-11	-6	0.8	-41	20	1.3	-1	1.2	4
CC(C)(C)c1ccc(OCCNCc2ccccc2)cc1	-30	1.2	-5	16	2.8	-3	-7	5.4	3	2.6	4
CC(/C=C/c1ccc(Cl)o1)=C\C(=O)O	6	0.4	1	3	2.5	-20	10	-1.2	-5	5.5	-2
CCOC(=O)NCN1C(=O)C2C3C=CC(C3)C2C1=O (stereo unspecified)	9	-2.7	-3	25	2.0	-9	11	-1.5	2	-3.5	7

(list continues)
SMILES	MOR-DOR inv ag	Ecoli viability	PKA-R1A activ	PfHsp90 set2	phage Ecoli inh	HTR5A inv ag	Mot1-301 SUMO	MOR-DOR ag	PKA-R2B act	AddAB inh	Tat transport
CC(C)(O)C(=O)NNC(=S)NCc1ccco1	14	1.8	-9	10	2.0	-8	0	-2.8	1	5.3	-11
CC1(C)CC(NC(=O)c2ccccc2F)CC(C)(C)N1	7	2.8	8	-4	1.0	-6	-8	-1.4	0	3.8	-8
O=C(O)C1=C[C@H](c2csc3ccccc23)C[C@H](OCc2ccc(CO)cc2)O1	10	1.9	-13	2	2.4	7	-1	-1.8	7	3.9	3
Cc1cccc(N2CCN(c3ccc4cc(S(=O)(=O)N5CCCCC5)ccc4n3)CC2C)c1 (stereo unspecified)	10	-0.8	1	9	1.4	1	-7	-1.9	9	-1.2	0
CCOc1ccc(/C=N/OC(C)C(=O)NCc2ccc3c(c2)OCO3)cc1 (stereo unspecified)	9	0.9	2	-9	4.6	-14	3	-1.5	0	5.0	-7
O=C(Nc1ncccc1O)c1ccc(Oc2ccccc2)cc1	8	-2.6	-10	29	-0.4	3	-15	-1.4	-6	-1.5	-8
N#Cc1cc(-c2cccc(Cl)c2)c[nH]c1=O	16	-1.8	-1	-20	2.0	-17	-22	-2.6	4	-1.2	3
COc1cccc(NC(=O)C(C)N2C(=O)c3ccccc3C2=O)c1 (stereo unspecified)	6	-0.2	2	-11	1.2	-6	-3	-1.2	-3	1.5	4
COc1ccc(C(=O)C(OC(=O)c2ccccc2Cl)c2ccccc2)cc1 (stereo unspecified)	6	-1.3	-1	-23	2.1	8	-7	-1.1	-9	4.0	5
CCOc1cc(CNCCCN2CCOCC2)cc(Br)c1OCc1ccccc1Cl	-28	-6.0	-16	21	1.5	15	nt	5.6	5	-6.0	-3

Quoted from the results shown (two entries):
SMILES	MOR-DOR inv ag	Ecoli viability	PKA-R1A activ	PfHsp90 set2	phage Ecoli inh	HTR5A inv ag	Mot1-301 SUMO	MOR-DOR ag	PKA-R2B act	AddAB inh	Tat transport
CC(C)(O)C(=O)NNC(=S)NCc1ccco1	14	1.8	-9	10	2.0	-8	0	-2.8	1	5.3	-11
CC1(C)CC(NC(=O)c2ccccc2F)CC(C)(C)N1	7	2.8	8	-4	1.0	-6	-8	-1.4	0	3.8	-8
